High-throughput results deposited in PubChem by several laboratories.
H9c2 protect – myocardial damage modulation in H9c2 cells; H9c2 cardiomyocytes, H2O2 injury protection, ATPLite, 2 h; protection from H2O2 cell death, % at 20 µM; hit rate 0.63% among 360,000; AID 588492;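 active = compounds giving at least 50% protection of heart cells from peroxide-induced death in the single-dose screen, raw or plate-pattern-corrected value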;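 note: 0% = DMSO wells with peroxide and 100% = DMSO wells without peroxide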
PDI inh – blocks human protein disulfide isomerase activity; P07237; AID 588391; hit rate 0.052% among 350,000; inhibition, % at 10 µM; PDI insulin aggregation turbidity, A650, 90 min;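 active = mean inhibition across replicates of 30% or more, whatever share of single replicates reach that level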;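 note: absorbance from insulin aggregation driven by PDI reduction with DTT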
Target sequence (P07237 whole entry, looked up): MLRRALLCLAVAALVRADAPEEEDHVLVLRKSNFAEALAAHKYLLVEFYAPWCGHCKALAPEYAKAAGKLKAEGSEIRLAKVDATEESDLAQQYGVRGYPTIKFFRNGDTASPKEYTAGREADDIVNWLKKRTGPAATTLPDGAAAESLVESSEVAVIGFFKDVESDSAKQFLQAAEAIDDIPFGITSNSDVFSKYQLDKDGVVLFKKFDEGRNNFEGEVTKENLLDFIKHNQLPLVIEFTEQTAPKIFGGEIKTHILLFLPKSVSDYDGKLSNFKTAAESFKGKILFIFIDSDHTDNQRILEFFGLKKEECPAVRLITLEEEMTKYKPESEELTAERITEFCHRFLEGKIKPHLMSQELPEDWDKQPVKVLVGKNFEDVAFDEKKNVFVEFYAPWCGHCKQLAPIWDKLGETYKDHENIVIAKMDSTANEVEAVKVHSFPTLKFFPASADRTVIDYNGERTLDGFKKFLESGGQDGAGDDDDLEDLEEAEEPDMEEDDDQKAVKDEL
MC4R antagonist – human MC4R antagonism in cAMP assay. MC4R-expressing cells, MTII-stimulated cAMP, LANCE TR-FRET. hit rate 0.48% among 360,000. inhibition, % at 6.5 µM;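 active = inhibition above its plate's cutoff, the mean of tested wells on that plate plus 3 SD, cut at about 29% in these data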;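 note: 0% = Melanotan II alone and 100% = Melanotan II plus saturating MCL0020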
Target sequence (P32245 whole entry, looked up): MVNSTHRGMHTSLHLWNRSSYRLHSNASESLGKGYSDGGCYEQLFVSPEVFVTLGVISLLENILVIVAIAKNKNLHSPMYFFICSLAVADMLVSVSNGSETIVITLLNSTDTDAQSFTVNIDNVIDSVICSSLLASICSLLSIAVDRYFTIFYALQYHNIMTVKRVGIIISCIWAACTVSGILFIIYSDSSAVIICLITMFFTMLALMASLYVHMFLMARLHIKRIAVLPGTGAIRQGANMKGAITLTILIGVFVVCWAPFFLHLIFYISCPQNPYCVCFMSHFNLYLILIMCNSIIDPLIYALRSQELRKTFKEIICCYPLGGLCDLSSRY
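System – human MC4R-expressing U2OS cells · Also added – Melanotan II · Dosing – one concentration, 6.5 µM nominal · Timing – 30-min compound, 1-h challenge, 1-h detection, room temperature · Measured by – Eu-cAMP/anti-cAMP TR-FRET, emission 671 nm · Replicates – singlicate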
MC4R barr agon – agonists of human melanocortin 4 receptor (MC4R) beta-arrestin; activation, % at 8.9 µM; P32245; AID 540308; U2OS MC4R beta-arrestin complementation, luminescence; percent of melanotan II response, DMSO zero; hit rate 0.98% among 360,000;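 active = activation above a per-plate cutoff, the mean activation of sample wells on that plate plus 3 SD, cut at about 8% in these data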
aDG glyco act – alpha-DG glycosylation activation; Pro5-aDG cells, alpha-DG glycosylation AlphaScreen (IIH6); 0% Pro5, 100% B10-LARGE cell signal; activation, % at 10 µM; hit rate 0.22% among 360,000; AID 624168;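 active = activation of at least 8% versus controls, or a plate z-score of at least 8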;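 note: Pro5 are CHO cells carrying HIG-tagged alpha-DG that lacks glycosylation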
N-glyco inh – N-linked glycosylation inhibition; D54 ERlucT glycosylation luciferase reporter, 24 h; percent of 100 nM tunicamycin response; reporter increase, % at 12.5 µM; hit rate 0.23% among 360,000; AID 588692;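 active = mean luciferase reporter signal, scaled so untreated is 0 and the glycosylation-blocking control 100, at or above a set limit in every replicate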;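 note: luciferase carries N-glycosylation sites so blocking glycosylation raises the light; 0% = median of neutral control wells and 100% = median of 100 nM tunicamycin wells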
Vif inh – inhibitors of HIV Vif | HEK293T cells, Vif self-association by quenched fluorescence, imaging, 24 h | inhibition, % at 7.49 µM | hit rate 0.35% among 340,000 | AID 602346; in the data active = inhibition above about 50%, passing the limit was not always enough; note: some results filed as inactive read as strong as hits
ABCB6 inh MLPCN – blocks the human ABCB6 transporter | hit rate 0.19% among 360,000 | Q9NP58 | K562-ABCB6 porphyrin accumulation, flow cytometry, 1 h; hits give low values | fluorescence ratio to DMSO, % at 10 µM;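 active = fluorescence ratio to DMSO below 75%, the collection mean minus 3 SD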;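 note: signal is porphyrin accumulated inside mitochondria; 100% equals median channel fluorescence of DMSO control wells; lower ratio means ABCB6 inhibition with less porphyrin fluorescence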
HTR2A ag – mouse HTR2A agonism via beta-arrestin recruitment; P35363; CHO-K1 mHTR2A beta-arrestin complementation, luminescence; percent of 30 µM serotonin response; activation, % at 7.6 µM; hit rate 0.66% among 360,000; AID 624169;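 active = activation above a run cutoff, the mean activation of all tested compounds plus 3 SD, cut at about 14% in these data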;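 note: 0% = plate median of compound wells and 100% = 30 µM serotonin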
CaV13 FRET inh – Disruptors of the CACNA1D IQ motif to Ca2+-dependent inactivation inhibitor domain association, primary screening, Förster resonance energy transfer in intact living …. HEK cells, CFP/YFP FRET ICDI-IQ, plate reader, 10 min; percent FRET-ratio fall versus neutral wells. inhibition, % at 12.3 µM. hit rate 0.098% among 340,000. AID 743397;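 active = mean replicate inhibition of at least 30% and at least 1% of replicates passing that level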;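 note: 0% = median of the neutral control wells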
An asterisk follows results filed as active; / = not tested or not shown.

SMILES	H9c2 protect	PDI inh	MC4R antagonist	MC4R barr agon	aDG glyco act	N-glyco inh	Vif inh	ABCB6 inh MLPCN	HTR2A ag	CaV13 FRET inh
COc1ccc(CN2C3CCC2CC(NC(=O)c2cccc(F)c2)C3)cc1 (stereo not drawn)	-2	1	18	2.1	-0.1	0	1	100	3	5
S=C(NCCc1ccc(Cl)cc1)NCc1ccco1	-1	-3	-3	-1.9	-0.2	1	-9	99	-5	-7
O=C(CSc1nc2ccccc2c(=O)n1-c1ccccc1Cl)NC1CCS(=O)(=O)C1 (stereo not drawn)	-3	10	0	-2.9	-0.2	0	-4	97	7	-3
COc1ccc(OC)c(N(CC(=O)Nc2cccnc2)S(=O)(=O)c2ccc(OC)c(OC)c2)c1	50*	14	4	0.2	-0.5	-1	-12	100	6	/
O=C(Oc1ccc(-c2csnn2)cc1)C1CC1	-5	-4	2	0.7	0.0	0	-5	100	7	-4
CCn1c(CSc2nc3ccccc3[nH]2)n[nH]c1=S	-4	-2	2	-1.6	-0.1	2	3	91	10	-7
Cc1nn(-c2ccc(F)cc2)c2sc(C(=O)OC3CCOC3=O)cc12 (stereo not drawn)	-6	13	4	0.7	-0.1	1	1	93	1	-4
C=CCc1ccc(OCC(O)CN2CCN(Cc3ccccc3)CC2)c(OC)c1 (stereo not drawn)	-3	-4	12	3.5	-0.5	-2	-13	102	-2	-18
COC(=O)c1cc(NC2c3ccccc3C(=O)N2CCN2CCOCC2)cc(C(=O)OC)c1 (stereo not drawn)	8	/	10	-0.8	-0.3	3	15	100	-5	-3
COC(=O)c1ccsc1NC(=O)CN1CCN(Cc2ccc3c(c2)OCO3)CC1	17	-1	1	0.2	0.3	0	-8	103	-3	-8
CCCCCNC(=O)N[C@H](C(=O)O)C(C)C	4	6	4	-3.2	-0.2	2	-4	98	-2	-6
CC(C)CCNC(=O)COc1ccc(C(=O)c2ccccc2)cc1	-15	0	2	-0.6	0.6	-2	-15	101	0	-3
Cc1ccc(-c2nnc(-c3ccc(NC(=O)Cc4cccs4)cc3)o2)cc1	-8	9	-2	36*	-0.4	-3	7	104	7	/
COc1ccc(-c2c3c(=O)n(C)c(=O)n(C)c3cn2-c2cccc(OC)c2)cc1	0	9	-2	0.7	-0.2	0	-1	109	2	-7
CCCN(CCC)S(=O)(=O)c1ccc(NC(=O)c2cc(C(=O)OC)cc([N+](=O)[O-])c2)cc1	-6	-3	9	-1.4	0.8	-7	7	100	3	-6
OCCC1CN(Cc2cn[nH]c2C2CCCCC2)CCN1C1CCCC1 (stereo not drawn)	4	6	3	0.7	0.1	-2	-12	101	2	-6
C=CCN(CC=C)S(=O)(=O)c1ccc(NC(=S)NC(=O)C2CC2)cc1	-11	-4	-4	0.2	0.8	0	1	87	0	-3
CC(=O)N1N=C(c2ccccc2)CC1c1ccccc1[N+](=O)[O-] (stereo not drawn)	2	1	3	-3.5	0.2	2	6	99	-1	-3
O=C(CCCSc1ccccc1)Nc1nc(-c2ccco2)c(-c2ccco2)s1	-10	7	-6	-1.2	-0.1	2	-5	95	-3	-2
CC(Sc1ccc(S(=O)(=O)N2CCOCC2)cn1)c1ccccc1Cl (stereo not drawn)	-10	-1	12	2.1	0.6	-4	-24	103	-5	-7
Brc1ccccc1-n1nnc(-c2nccs2)n1	-14	5	-1	-1.7	0.4	-4	-1	93	-1	-5
Cc1ccc(S(=O)(=O)N[C@@H](C)C(=O)N2CCC(C(=O)N3CCC[C@H]3C(=O)O)CC2)cc1	0	10	1	0.4	0.2	0	-4	100	2	/
Cc1[nH]c(=S)c(C#N)c2c1CCCC2	0	4	10	-0.4	-0.2	0	0	98	-1	-5
O=C(CCN1C(=O)COc2ccccc21)NCCCN1CCN(c2ccc(F)cc2)CC1	2	3	16	1.5	-0.1	-2	-3	100	-4	-2
Cc1ccc(S(=O)(=O)Nc2ccc3c(c2)C(=O)N([C@H](C)CO)C[C@@H](C)[C@@H](CN(C)C(=O)Nc2cccc4ccccc24)O3)cc1	-2	11	6	-1.0	-0.4	1	1	107	6	-4

Continuation.
SMILES	H9c2 protect	PDI inh	MC4R antagonist	MC4R barr agon	aDG glyco act	N-glyco inh	Vif inh	ABCB6 inh MLPCN	HTR2A ag	CaV13 FRET inh
COc1cc(OC)c(S(=O)(=O)Nc2ccccc2N2CCOCC2)cc1NC(C)=O	1	-10	4	-2.9	-0.1	2	0	91	7	2
O=C(NCCCC1CCCC1)C1CCC(=O)N(Cc2ccccc2F)C1 (stereo not drawn)	-2	3	10	-1.5	-0.1	-2	-15	98	-3	-2
COc1ccc(NS(=O)(=O)c2cccc(C(=O)NCC3CCCO3)c2)cc1 (stereo not drawn)	-6	-7	4	-1.3	0.0	1	-10	106	-6	-7
CC(C)c1cc(-c2n[nH]c(=S)n2Cc2ccccc2)cs1	1	-1	-1	-3.3	0.3	-2	-3	113	7	-7
COCCn1c(C)cc(C(=O)COC(=O)c2ccc(Cl)c(S(N)(=O)=O)c2)c1C	-18	5	16	0.9	-0.3	-16	-3	105	-11	-11
N#Cc1ccc(C23OCCN2CCn2nc4ccccc4c23)cc1 (stereo not drawn)	4	5	1	2.2	-0.1	1	9	97	9	-7
S=C(NCc1ccncc1)NC1CCCC1	0	-3	2	0.1	0.0	1	-1	91	5	-7
CC(=O)Nc1cc(C(=O)NCCN2CCN(Cc3ccccc3)CC2)ccc1Sc1ccc(C)cc1	3	-7	-2	-1.4	-0.2	1	-3	95	5	-5
COc1cccc(/C=N/NC(=O)c2ccc(-n3cnnn3)cc2)c1	4	3	-3	-1.5	-0.1	-1	-3	98	-1	-6
COc1cc(C(=O)OCC(=O)NC(=O)NCc2ccccc2)ccc1OC(F)F	-6	-3	-3	9.7*	0.1	1	10	93	3	-22
COc1ccc(N2CCCn3c2nc2c3c(=O)n(Cc3ccccc3F)c(=O)n2C)c(OC)c1	11	5	4	-1.6	0.1	/	/	100	8	/
O=C(Cc1ccccc1)c1c[nH]c(C(=O)O)c1	1	-5	6	-1.2	0.0	1	1	97	3	-4
COc1ccc(OC)c(CCNC(=O)C2CCN(c3ncnc4c3nc3n4CCCCC3)CC2)c1	-2	5	8	-1.0	-0.3	0	9	94	2	-7
O=C(NCCc1ccccc1)C1c2ccccc2C(=O)N1C1CC1 (stereo not drawn)	4	-1	0	1.6	-0.1	0	-5	98	-1	-6
O=C(CN(Cc1ccccc1)C(=O)CCC(=O)Nc1nccs1)NCc1ccc(F)cc1	-6	-3	-1	-1.7	0.0	5	0	97	2	-2
O=C(O)c1cccc(Sc2ccc(Br)cc2C(=O)O)c1	3	7	1	-0.6	-0.2	4	-2	97	-1	-4
CCC1CCC(NC2CCCCNC2=O)CC1 (stereo not drawn)	-1	1	-5	0.6	0.0	0	1	98	0	-9
O=C1NCCCC1C(=O)Nc1cccc(C(F)(F)F)c1 (stereo not drawn)	3	-19	-10	0.5	0.7	1	-12	111	0	/
Cc1csc2nc(CNS(=O)(=O)N(C)C)cn12	4	/	1	1.1	0.0	2	-8	94	0	-4
Cc1cc(C(=O)NNC2CC(=O)N(c3ccc4ccccc4c3)C2=O)c(C)o1 (stereo not drawn)	-2	10	-2	0.1	-0.2	1	-3	90	4	6
CN(C)S(=O)(=O)c1ccc(Cl)c(NC(=O)COc2ccccc2[N+](=O)[O-])c1	11	4	-5	2.3	0.1	-3	-7	101	2	-3
Cc1ccc(S(=O)(=O)Nc2ccc(C(=O)Nc3ccncc3)cc2)cc1	-12	4	13	-0.1	0.1	2	-2	95	-3	-6
CN1CCN(S(=O)(=O)c2ccc(NC(=O)C3CCCO3)cc2)CC1 (stereo not drawn)	5	-3	2	-1.6	0.0	-2	4	97	1	-9
O=C(/C=C/Nc1ccc(F)c(Cl)c1)c1ccco1	-8	-5	-6	-1.1	0.0	-1	/	93	1	-6
CC(/C=C/c1ccccc1)=N/NC(=O)c1nc2nc(C)cc(C)n2n1	16	-8	-7	-0.7	0.1	1	4	94	0	-5

Further entries
SMILES	H9c2 protect	PDI inh	MC4R antagonist	MC4R barr agon	aDG glyco act	N-glyco inh	Vif inh	ABCB6 inh MLPCN	HTR2A ag	CaV13 FRET inh
CCOC(=O)N1CCN(CC(=O)c2ccc3c(c2)CCN3C(C)=O)CC1	14	/	-4	-1.0	-0.1	2	/	101	-1	-7
O=C(O)CC(CC(=O)Nc1ccc(F)c(Cl)c1)c1ccc(Cl)cc1Cl (stereo not drawn)	0	-1	2	-0.5	-0.1	1	-3	93	3	-4
S=c1[nH]nc(-c2ccco2)n1/N=C/c1ccc(Cl)cc1Cl	-9	5	2	-0.1	-0.2	0	-6	90	1	-5
O=C(CN1CCN(S(=O)(=O)c2cccc(Br)c2)CC1)N1CCCCC1	-1	11	2	-0.8	0.0	1	0	96	0	-5
O=C(CC1(O)C(=O)c2ccccc2C1=O)c1ccccc1	-2	-11	15	-0.4	0.6	-2	-2	97	-2	-4
COc1ccc(C2(C)NC(=O)N(CC(=O)c3cc(C)n(C4CC4)c3C)C2=O)cc1 (stereo not drawn)	1	6	4	-3.7	-0.3	3	-2	99	-8	-2
Brc1cccc(-c2nc3cccnc3nc2-c2cccc(Br)c2)c1	0	6	1	-0.7	0.2	3	1	105	2	6
COc1c2c(c(C)c3c1C(=O)OC3)O[C@@]1(C)CC[C@@]3(O)C(C)(C)OC(=O)CC[C@]3(C)[C@H]1C2	-6	/	3	-0.2	0.0	2	0	94	5	/
CCC(=O)n1nc(NCc2ccccc2OC)nc1NCc1ccccc1OC	-4	-5	2	-0.1	-0.1	0	-8	97	3	/
O=C1/C(=C\c2cccnc2)SC(=S)N1c1ccc(F)cc1	2	-6	0	-2.3	-0.6	-1	-4	331	0	2
C/C(=N\NC(=O)COc1ccccc1[N+](=O)[O-])c1cccc(NC(=O)c2ccncc2)c1	44	2	2	-0.1	-0.5	-1	-5	93	-3	-3
Cc1cccc(Cn2c(N3CCN(C)CC3)nc3c2c(=O)[nH]c(=O)n3C)c1	5	4	6	-0.1	-0.2	0	21	95	7	-12
CCOc1ccc(S(=O)(=O)N2CCN(C(=O)c3ccccc3Cc3ccccc3)CC2)cc1	-3	6	9	-0.3	0.0	-3	0	104	4	-6
O=C(COc1ccc(Br)cc1)NCCNC(=O)c1ccncc1	7	3	1	-2.4	-0.1	/	/	95	-4	-5
Cc1ccc(Nc2nc(N)c([N+](=O)[O-])c(NCc3ccco3)n2)cc1C	-7	-1	4	-0.4	-0.4	-9	-5	85	-8	-7
Cc1nn(-c2ccccc2)c(N)c1C(c1ccc(C(C)C)cc1)c1c(C)nn(-c2ccccc2)c1N	-3	5	10	0.0	-0.2	1	-13	98	0	-5
Cc1ccccc1NC(=O)CNc1ccccc1C(=O)NCc1ccco1	21	12	1	-1.8	-0.1	-2	-5	103	-6	/

Not a hit list; overall some 3.6% were active at least once.
